# PNC assembly inh: inhibitors of perinucleolar compartment assembly. PC3M PTB-GFP, PNC prevalence imaging, 16 h; stronger effect = lower value. activity change (PNC), negative = inhibition, % at 10 µM. hit rate 3.1% among 140,000;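 active means readout at or below -70, meaning at least 70% loss of cells showing the perinucleolar compartment, a nuclear body marking cancer cells; inconclusive means readout between -30 and a set limit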;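 further: plate controls were DMSO wells for no effect and camptothecin positive control wells for full effect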
#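 PC3M cells stably expressing PTB-GFP, 750–1000 cells/well, treated 16 h at 37 °C with compound (23 nl of library stock), in duplicate. After paraformaldehyde fixation and Hoechst stain, imaged at 20x; PNC prevalence scored by image analysis.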
# 15-hLO-2 inh: inhibitors of human 15-lipoxygenase 2 (ALOX15B); Potency, µM (highest dose often 57.1 µM), for inactives: at the highest dose activity change, negative = inhibition, actives largely listed as inhibitors; hit rate 0.56% among 110,000; AID 881; O15296; purified 15hLO-2, xylenol orange hydroperoxide absorbance; further: potency means the concentration at half of the fitted maximal effect; nearly all actives have a fitted effect of over 60% in size; many of its hits are not listed in these tables
#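 Read-out: hydroperoxide product oxidises ferrous iron, measured as xylenol orange complex via the 573-to-405 nm absorbance ratio after 30 min. Reaction: 50 nM enzyme, 15 min compound preincubation, 45 uM arachidonic acid, 90 min RT, Hepes pH 7.5 with Triton X-100.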
# IMPase inh: cell-permeable inhibitors of inositol monophosphatase (IMPase); AID 901; P97697; inhibition (IP1 accumulation), % at 46.1 µM; 120,000 tested, under 10 active; CHO-M1 cells, IP1 accumulation, HTRF TR-FRET ratio; active means well fitted curve in the direction sought with a large enough effect in the signal ratio, not every such curve was filed as active; inconclusive means small, poorly fitted or top-dose-only effect, or a change in a side signal; inactive means no such curve, though single readings can be large or run the other way; the % refers to the signal ratio;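 further: cells stimulated with carbachol in lithium chloride buffer; plate controls were DMSO basal wells for no effect and reference inhibitor wells for full effect; higher means more IMPase inhibition seen as more IP1 and lower FRET ratio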
# Target sequence (P97697 whole entry, looked up): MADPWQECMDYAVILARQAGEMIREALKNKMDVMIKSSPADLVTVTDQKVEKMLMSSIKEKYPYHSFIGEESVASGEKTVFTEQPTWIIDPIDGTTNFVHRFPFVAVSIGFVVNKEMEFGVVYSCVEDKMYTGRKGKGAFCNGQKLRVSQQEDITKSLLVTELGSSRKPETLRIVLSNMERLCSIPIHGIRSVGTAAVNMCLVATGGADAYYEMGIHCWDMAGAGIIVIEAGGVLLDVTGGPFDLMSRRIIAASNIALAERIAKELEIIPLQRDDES
#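 In this qHTS, compounds (final up to 46 uM) act on CHO-M1 cells that are then activated through the M1 receptor with carbachol, in pH 7.4 buffer containing 50 mM LiCl, for 30 min. IP1 accumulation is quantified by the IP-One immunoassay.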
# ALOX12 inhib: 12-hLO (ALOX12) enzyme inhibition | P18054 | purified 12-hLO, xylenol orange hydroperoxide absorbance | Potency, µM (top dose mostly 57.1 µM), for the others: at the top dose activity change, negative = inhibition, most hits filed as inhibitors | hit rate 0.12% among 150,000; further: potency means the concentration at half of the fitted maximal effect; nearly all actives have a fitted effect of over 55% in size; many of its hits are not listed in these tables
# Target sequence (P18054 whole entry, looked up): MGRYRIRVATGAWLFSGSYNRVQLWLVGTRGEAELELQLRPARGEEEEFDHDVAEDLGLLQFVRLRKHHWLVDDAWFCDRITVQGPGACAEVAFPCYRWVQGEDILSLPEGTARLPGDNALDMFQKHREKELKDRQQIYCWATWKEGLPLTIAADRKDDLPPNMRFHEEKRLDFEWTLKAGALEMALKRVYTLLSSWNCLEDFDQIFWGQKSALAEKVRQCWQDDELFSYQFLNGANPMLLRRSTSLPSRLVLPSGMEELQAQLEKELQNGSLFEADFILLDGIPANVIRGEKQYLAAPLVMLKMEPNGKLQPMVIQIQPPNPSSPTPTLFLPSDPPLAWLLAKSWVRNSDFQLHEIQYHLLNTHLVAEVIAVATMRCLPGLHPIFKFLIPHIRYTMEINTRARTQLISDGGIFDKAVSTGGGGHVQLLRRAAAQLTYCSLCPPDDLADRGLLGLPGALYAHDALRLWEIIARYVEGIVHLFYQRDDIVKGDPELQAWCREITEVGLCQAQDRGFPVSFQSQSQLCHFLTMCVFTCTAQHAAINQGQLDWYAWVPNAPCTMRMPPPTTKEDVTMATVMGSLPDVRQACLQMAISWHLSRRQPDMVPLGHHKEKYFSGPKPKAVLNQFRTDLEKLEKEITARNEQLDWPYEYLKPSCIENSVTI
#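 Purified human 12hLO (150 nM), preincubated 15 min with compound, then 40 uM arachidonic acid for 30 min, room temperature, Hepes pH 7.0 with 0.01% Triton X-100. Hydroperoxide detected by ferrous iron/xylenol orange; 573/405 nm absorbance ratio gives reaction progress.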
# Starred values were filed as active, the others as inactive; ? = inconclusive; . = no result given; [ ] = remark or other dose. Unless noted, the call rests on the fitted dose curve; in most records, active means well fitted curve in the direction sought with a large enough effect; inconclusive means small, poorly fitted or top-dose-only effect, or another doubt; inactive means no such curve, though single readings can be large; an effect the other way counts as inactive or inconclusive. Unless noted, on the % scale 0 is the no-effect control and ±100 the full control effect. Some of the compounds tested; the hit share may differ from the screen's.
# Sample of the layout, six compounds:
SMILES,PNC assembly inh,15-hLO-2 inh,IMPase inh,ALOX12 inhib
O=C(NCc1ccco1)C(c1ccccc1F)N(CC1CCCO1)C(=O)Cn1nnc2ccccc21 (stereo not drawn),?,9.4%,10.0,-0.1%
CC(=O)c1ccc(N(C(=O)Cc2c[nH]c3ccccc23)C(C(=O)NC2CCCCC2)c2cccs2)cc1 (stereo not drawn),7.2,-22.6%,0.9,-17.2%
CC(=O)c1ccc(Oc2cc(-c3ccccc3)nc(-c3ccccc3)n2)cc1,38.9,.,.,3.5%
Cc1[nH]cnc1CSCc1ccc(Cl)cc1,35.0,.,.,2.5%
CC1Cc2ccccc2N1CC(=O)NC(=O)NCc1ccco1 (stereo not drawn),-122.4*,2.3%[2.29 µM],-4.1,-9.4%
O=C(CN(Cc1ccco1)C(=O)c1cc(=O)[nH]c2ccccc12)Nc1ccccc1C(F)(F)F,-9.7,3.0%,2.2,-8.1%

# Main list, previewed entries included:
SMILES,PNC assembly inh,15-hLO-2 inh,IMPase inh,ALOX12 inhib
O=C(NCc1ccco1)C(c1ccccc1F)N(CC1CCCO1)C(=O)Cn1nnc2ccccc21 (stereo not drawn),?,9.4%,10.0,-0.1%
CC(=O)c1ccc(N(C(=O)Cc2c[nH]c3ccccc23)C(C(=O)NC2CCCCC2)c2cccs2)cc1 (stereo not drawn),7.2,-22.6%,0.9,-17.2%
CC(=O)c1ccc(Oc2cc(-c3ccccc3)nc(-c3ccccc3)n2)cc1,38.9,.,.,3.5%
Cc1[nH]cnc1CSCc1ccc(Cl)cc1,35.0,.,.,2.5%
CC1Cc2ccccc2N1CC(=O)NC(=O)NCc1ccco1 (stereo not drawn),-122.4*,2.3%[2.29 µM],-4.1,-9.4%
O=C(CN(Cc1ccco1)C(=O)c1cc(=O)[nH]c2ccccc12)Nc1ccccc1C(F)(F)F,-9.7,3.0%,2.2,-8.1%
Cc1ccc(C(=O)c2cc([N+](=O)[O-])ccc2N2CCN(C)CC2)cc1,-6.0,3.5%,12.5,-1.4%
O=C(c1ccncc1)N1CCC2(CC1)CN(c1ncccn1)C2,.,-1.8%,.,4.0%
CON(c1nc(N(C)C)nc(N(C)C)n1)S(=O)(=O)c1ccccc1Cl,-100.0*,-3.2%,2.0,1.4%
CCOC(=O)C(=O)Nc1nnc(SCc2ccc(F)cc2)s1,-1.0,.,.,1.4%
Cc1cc(C)cc(OCC(=O)Nc2ccc(N3CCCC3)cc2)c1,?,18.9%,?,-16.6%
COCCN1C(=O)C(O)=C(C(C)=O)C1c1ccc(OC)c(OC)c1 (stereo not drawn),7.9,4.6%,-15.1,-4.6%
COC(=O)Cn1c2ccc(F)cc2c2nc(C)sc21,20.1,5.0%,1.5,-8.7%
O=C(CN1CCC(NC(=O)c2ccccc2)CC1)NCc1ccccc1F,-22.1,22.1%,-10.2,-2.3%
COc1ccc(CCNC(=O)c2ccc(-c3ccc([N+](=O)[O-])cc3Cl)o2)cc1OC,?,.,.,-4.7%
O=C(NC1=NCCS1)c1cccs1,5.7,?,10.6,4.9%
CC(=O)C1=C(O)CCC1=N,22.5,0.8%,-2.8,2.0%
CC1=CN2C(=N)/C(=C\c3cn(CCCOc4ccccc4)c4ccccc34)C(=O)N=C2S1,?,.,7.0,0.4%
Cc1ccc(S(=O)(=O)N(CCO)c2cc3c(s2)CCCC3)cc1,32.6,4.5%[2.29 µM],4.0,-12.7%
Cc1cc(C)cc(NC(=O)CN2CCc3ccccc3C2)c1,-14.0,16.9%,-3.0,7.0%
COc1ccc(N(C(=O)C(C)C)S(=O)(=O)c2cccc3cccnc23)cc1,?,.,.,0.0%
O=C(O)CCC(=O)N1CCN(c2ccccn2)CC1,23.6,-0.9%,3.7,-3.5%
CC(C)c1nnc(NC(=O)CCC(=O)NCc2ccc3c(c2)OCO3)s1,18.1,2.7%[2.29 µM],-2.2,-3.1%
Cc1c(NC(=O)c2ccc(COc3ccc4ccccc4c3)o2)c(=O)n(-c2ccccc2)n1C,42.4,-7.2%,-0.6,1.4%
Cc1[nH]nc2c1C1(CCOC1C)C(C#N)=C(N)O2 (stereo not drawn),-3.3,15.1%,11.9,-2.3%
FC(F)(F)c1ccccc1CN1CCN(C2CCCCCC2)CC1,-26.7,.,.,-2.4%
CCOc1cccc(-c2nn3c(-c4cc(C)[nH]n4)nnc3s2)c1,28.1,-6.0%,1.7,0.5%
COc1ccccc1NC(=O)Cn1nnc(-c2ccccc2NC(=O)c2ccco2)n1,-19.2,-17.4%,1.1,-1.2%
Cc1cccc(NC(=O)c2cccc3c2C(=O)c2ccccc2-3)c1,57.4,-1.9%,-1.5,8.0%
CCOc1ccc(N2C(=O)CC(N3CCC(O)(c4ccc(Br)cc4)CC3)C2=O)cc1 (stereo not drawn),26.1,-6.4%,-3.9,-9.4%
C#CCn1c(=NC(=O)c2cccs2)sc2cccc(OCC)c21,9.6,-11.9%,-4.9,-0.6%
CCOc1ccc(NC2c3ccccc3C(=O)N2c2ccc(Cl)cn2)cc1 (stereo not drawn),-16.3,.,4.0,5.4%
O=C(NC1(C(F)(F)F)N=C2SCCN2C1=O)C1CCCCC1 (stereo not drawn),-23.4,-3.7%,8.3,-4.5%
CCC(=O)Nc1cnc(NC(=O)c2cccc(F)c2)cc1C,-100.0*,.,1.7,-4.3%
COc1ccc(CCN2C(=O)C3CC(C)=C(C)CC3C2=O)cc1OC (stereo not drawn),-23.1,0.6%,2.7,2.2%
COc1ccc(S(=O)(=O)NCC(c2cccnc2)N2CCN(c3ccccc3)CC2)cc1C (stereo not drawn),49.8,30.9%[activator],7.5,-6.3%
COc1ccc(C(=O)COC(=O)c2ccco2)cc1,-10.5,0.3%,4.1,-14.4%
O=C(O)C1CCCN(S(=O)(=O)c2cccs2)C1 (stereo not drawn),-100.0*,.,2.2,3.4%
COc1ccc(-c2cnnn2-c2ccc(NC(=O)c3ccc(S(=O)(=O)N4CCCCC4)cc3)cc2)cc1OC,65.5,.,.,-1.6%
C(=C\c1nc(N2CCCCCC2)c2ccccc2n1)/c1ccccc1,-16.2,.,14.0,-0.2%
Cc1nnc2n(c1=O)N=C(c1ccc(Cl)cc1)CS2,54.3,.,0.8,-8.4%
CC(C)n1c2ccccc2c2nnc(SCC(=O)OCN3C(=O)c4ccccc4C3=O)nc21,-27.3,-12.5%,8.0,-7.6%
NC(=O)C1CCN(C(=O)c2ccc(CS(=O)(=O)c3c(Cl)cccc3Cl)o2)CC1,-6.4,-1.2%,-0.4,-1.7%
COC(=O)C1(C(F)(F)F)N=C(N(C)C)OC(N(C)C)=N1,-13.9,16.4%,6.2,0.4%
CC(=O)NC1=NN(C(C)=O)C(c2cccc([N+](=O)[O-])c2)S1 (stereo not drawn),50.0,.,.,-3.0%
O=C1c2ccccc2C(=O)N1CCC(c1ccccc1)c1ccco1 (stereo not drawn),20.1,3.6%,4.4,-2.0%
FC(F)(F)c1ccccc1/C=N/N1CCN(Cc2ccccc2)CC1,?,.,.,-4.5%
CCOC(=O)C1CCCN(CC(O)COc2ccc(OC)cc2C(C)(C)C)C1 (stereo not drawn),?,20.8%,?,-2.0%
CCn1c(=O)cc(OCC(=O)NCCCN2CCN(c3cccc(Cl)c3)CC2)c2ccccc21,-2.4,48.0%[activator],-3.3,-6.1%
CCCCNC(=O)C1=C(N)C(C(=O)Nc2ccc(C)c(S(=O)(=O)N3CCCCC3)c2)SC1=Nc1ccc(C)cc1C (stereo not drawn),42.0,-4.2%,-9.0,-23.5%
O=[N+]([O-])c1c(NCCO)cc(Sc2nc3ccccc3s2)c2nonc12,60.1,?,16.1,?
Cc1ccc(/C(N)=N/OC(=O)/C=C/c2ccccc2)cc1,?,-2.9%,3.8,1.2%
Cc1ccc(O)c(N=CC2=C(O)c3ccccc3C2=O)c1,?,?,?,-12.1%
CC1CCCC(C)N1C(=O)CSc1nc(N)c(-c2ccccc2)c(=O)[nH]1 (stereo not drawn),-5.7,0.6%,0.7,4.3%
COCCNC(=O)COc1ccc(OCCNC[C@@H](O)COc2ccccc2)cc1,.,13.5%,-5.6,-2.9%
CCOc1cc(C(=O)Nc2ccc(S(=O)(=O)Nc3cc(C)on3)cc2)cc(OCC)c1OCC,-18.6,-10.1%,-1.9,-7.3%
CCNC(=O)n1nccc1C(C)Oc1ccc(Cl)cc1 (stereo not drawn),0.0,.,1.9,1.0%
CCCNC(=O)Cc1ccsc1,25.2,.,-3.3,-3.1%
COCCNC(=O)CSc1ccc(C)cc1,12.2,7.6%,-1.8,-2.5%
C=CCn1c(SCc2cc(C(=O)OC)c(C)o2)nnc1-c1ccncc1,15.6,-0.9%,-5.7,-9.4%
# Other entries.
SMILES,PNC assembly inh,15-hLO-2 inh,IMPase inh,ALOX12 inhib
CC(C)C(=O)Cc1ccc2ccccc2n1,.,-8.1%[11.4 µM],.,-3.6%[11.4 µM]
CCc1nnc(NC(=O)/C=C/c2ccc(C)o2)s1,43.5,.,.,-2.8%
CCn1c(SCc2nc3cc(OC)c(OC)cc3c(=O)[nH]2)nnc1-c1ccncc1,18.2,3.9%,4.0,-8.7%
Cc1cc2oc(C(=O)Nc3ccc(S(=O)(=O)Nc4nccs4)cc3)cc(=O)c2cc1Cl,31.7,.,0.3,1.3%
Cc1c(N2C(=O)SC(CC(=O)O)C2=O)c(=O)n(-c2ccccc2)n1C (stereo not drawn),-2.0,1.3%,5.2,-1.0%
COc1ccc(-n2c(COc3ccc(Cl)cc3)nnc2SCc2ccc(C#N)cc2)cc1,10.2,9.8%,?,-9.1%
Cc1ccc(-c2csc(NC(=O)c3ccc(S(=O)(=O)N4CCc5ccccc54)cc3)n2)cc1,12.3,.,.,2.9%
Cc1cccc(-n2c(N)cc(=O)nc2SCC(=O)Nc2ccccc2)c1,-14.0,-1.2%,-1.3,7.2%
CS(=O)(=O)N(CC(=O)Nc1cccc(Cl)c1Cl)c1ccccc1,64.7,-8.1%,-4.5,9.3%
O=c1c2cc(Br)ccc2[nH]c(=S)n1Cc1ccccn1,13.1,.,.,-1.4%
Cn1c(=O)c2c(nc(Cc3ccccc3)n2CC(=O)O)n(C)c1=O,.,0.4%[11.4 µM],.,4.4%[11.4 µM]
COc1ccccc1NC(=O)COC(=O)C1CCN(/C=C/C(=O)C(F)(F)F)CC1,?,.,.,2.3%
CCSc1cc(N2CCCC2)nc(-c2ccc(C)cc2)n1,-13.0,.,.,10.6%
O=C(O)c1cc2c(s1)-c1ccccc1CC2,22.5,.,.,0.1%
O=C(CN1CCN(S(=O)(=O)c2ccccc2)CC1)Nc1ccc2c(c1)OCO2,51.5,-1.3%,5.5,-6.3%
N=C1N(/N=C/c2ccccc2)C(=Nc2ccccc2)C(=S)N1c1ccccc1,-100.0*,.,-2.9,-1.7%
CC(=O)NC1=NN(C(C)=O)C(c2sccc2C)S1 (stereo not drawn),5.6,-4.7%,1.1,1.1%
CCSc1nnc(NC(=O)C(NC(=O)c2ccc(Cl)cc2)C(C)C)s1 (stereo not drawn),-21.0,.,.,0.0%
O=C(Cn1c(-c2cscn2)nc2ccccc21)Nc1ccccc1F,-1.0,.,-1.2,4.4%
CN(CC(=O)N1CCCCC1)S(=O)(=O)c1cccc2cccnc12,13.3,0.4%,3.1,-3.5%
O=C1OCCC1Sc1ncnc2sccc12 (stereo not drawn),30.8,-3.3%,-4.3,-2.2%
O=C(CSc1ccc2nnc(-c3ccccn3)n2n1)N1CCOCC1,?,0.7%,-1.3,-2.3%
NC(=O)Cc1nc(-c2ccc(Br)cc2)cs1,43.6,.,.,-2.7%
COCCNC(=O)COc1ccccc1C,-18.6,10.0%,-3.6,-0.4%
Cc1noc(C)c1C(=O)N1CCC2(CCCN(Cc3nccs3)C2)CC1,.,-1.9%,.,1.2%
CCN(CC)S(=O)(=O)c1ccc2oc(SCC3CN=C(c4ccc(OC)cc4)S3)nc2c1 (stereo not drawn),24.0,-12.7%,16.3,-4.3%

# Bioassay records as filed in PubChem BioAssay.
